OXTR potentiator: human OXTR potentiation. AID 2445. activation, % at 3 µM. 320,000 tested, 0.061% active. CHO-OTR cells, Fluo-8 calcium fluorescence, potentiator mode; 0% = oxytocin EC15, 100% = EC100. P30559;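 active means activation above that plate's cutoff, the mean activation of tested compounds plus 3 SD, cut at about 6.6% in these data, passing the limit was not always enough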;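 further: 100% uses oxytocin at 75 nM as the full agonist control; some results filed as inactive read as strong as hits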
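Replication – single well per compound, singlicate · Assay system – CHO cell line stably expressing human OTR · Timing – 6 min pre-incubation, 100 s read · Measure – normalized max/min fluorescence ratio, % activation · Doses – 3.0 µM, one dose · Detection – Fluo-8 calcium dye fluorescence · Probe or stimulus – oxytocin near EC15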
CHRM1 agonist: human M1 muscarinic receptor agonism; AID 588814; activation, % at 3 µM; 360,000 tested, 0.33% active; CHO-K1 hM1, Fluo-8 calcium fluorescence, agonist mode; 0% DMSO, 100% acetylcholine EC100;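 active means activation above the run's mean compound activation plus 3 SD, cut at about 16% in these data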;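 further: peak over basal fluorescence ratio within a 140 s kinetic read after compound addition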
Target sequence (P11229 whole entry, looked up): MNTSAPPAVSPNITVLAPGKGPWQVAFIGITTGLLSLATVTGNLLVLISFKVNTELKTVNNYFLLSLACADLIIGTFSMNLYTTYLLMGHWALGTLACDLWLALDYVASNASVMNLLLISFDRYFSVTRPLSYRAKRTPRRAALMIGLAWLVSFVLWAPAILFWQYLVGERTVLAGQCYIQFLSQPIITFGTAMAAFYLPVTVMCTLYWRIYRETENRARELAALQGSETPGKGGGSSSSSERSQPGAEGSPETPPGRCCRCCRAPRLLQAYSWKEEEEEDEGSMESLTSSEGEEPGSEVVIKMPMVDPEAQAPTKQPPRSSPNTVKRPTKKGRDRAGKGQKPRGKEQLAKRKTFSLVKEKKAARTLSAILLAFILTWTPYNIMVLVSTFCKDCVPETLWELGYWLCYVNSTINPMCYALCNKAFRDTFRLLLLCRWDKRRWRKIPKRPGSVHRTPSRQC
CHO parental Ca: signal in parental CHO cells, OX1R antagonist counter-screen | 330,000 tested, 0.63% active | parental CHO-K1, ATP-induced calcium, Fluo-8 fluorescence | inhibition, % at 5.6 µM;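 active means inhibition above that plate's mean sample inhibition plus 3 SD, cut at about 26% in these data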;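 further: 0% = ATP-challenged DMSO wells and 100% = DMSO wells without ATP; some compounds past the cut are filed as inactive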
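Measured by: calcium-sensitive Fluo-8 fluorescence / Test system: CHO parental line / Controls: ATP-challenged DMSO wells low, unchallenged DMSO wells high / Measure: % inhibition / Compound: single nominal dose of 5.6 µM per compound / Replicates: single well per compound, no replicates / Reagent: ATP as calcium-mobilizing challenge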
CHRM1 PAM: human CHRM1 positive allosteric modulation | P11229 | CHO-K1 hM1, Fluo-8 calcium fluorescence, ACh EC20; 0% = ACh EC20, 100% = maximal ACh | activation, % at 3 µM | 360,000 tested, 0.088% active | AID 588819; in the data active means activation above about 19%, passing the limit was not always enough
CHRM1 antagonist: blocks human M1 muscarinic receptor; CHO-K1 hM1, Fluo-8 calcium fluorescence, ACh EC80 antagonist; inhibition, % at 3 µM; 360,000 tested, 1.3% active; P11229;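 active means percent inhibition above its own plate's cutoff, namely the mean of that plate's compound wells plus 3 SD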;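 further: peak over basal fluorescence ratio during 140 s after agonist addition; 0% = ACh EC80 plus DMSO and 100% = DMSO alone without agonist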
TAAR1 ag: human TAAR1 agonism | Q96RJ0 | CHO RD-HGA16 TAAR1, Fluo-8 calcium fluorescence; vehicle wells 0%, saturating PEA agonist 100% | activation, % at 3 µM | 360,000 tested, 0.99% active;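 active means activation above the mean activation of all test compounds in the run plus 3 SD, cut at about 38% in these data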
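System: CHO-derived RD-HGA16 cells with stable Gα16 and human TAAR1 / Times: 17-24 h plating, Fluo-8 75 min 37 °C, 30 min RT / Technique: calcium-sensitive Fluo-8 signal, excitation 470-495, emission 515-575 nm / Measure: % activation relative to PEA EC100 response / Benchmarks: DMSO and PEA EC100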
TAAR1 antag: human TAAR1 antagonism; AID 624466; inhibition, % at 3 µM; Q96RJ0; CHO RD-HGA16 TAAR1, Fluo-8 calcium fluorescence, antagonist; 360,000 tested, 1.5% active;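 active means inhibition above a per-plate cutoff, the mean inhibition of test compounds on that plate plus 3 SD, cut at about 49% in these data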;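 further: 0% = DMSO plus EC80 beta-PEA response and 100% = DMSO alone without agonist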
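Assay system: RD-HGA16 CHO cells with stable hTAAR1 and Gα16 / Reagent: EC80 β-phenethylamine stimulus / Doses: 3 µM, single point / Timing: dye loading 75 min at 37 °C, then 30 min room temperature / Measured by: Fluo-8 intracellular calcium dye fluorescence, real-time kinetic reads / Controls: vehicle wells and EC80 agonist wells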
OXTR agonist: activates the human oxytocin receptor; P30559; CHO-OTR cells, Fluo-8 calcium fluorescence; normalized: DMSO 0%, oxytocin 100%; activation, % at 3 µM; 320,000 tested, 0.32% active; AID 2435;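 active means activation above the mean of all tested compounds plus 3 SD, cutoff set per screening run, cut at about 20% in these data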;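 further: peak over basal fluorescence ratio from a 100 s FLIPR kinetic read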
V1aR counter: V1a receptor agonism, counter-screen for OXTR agonists | AID 2797 | activation, % at 3 µM | 320,000 tested, 0.25% active | CHO-V1R cells, Fluo-8 calcium fluorescence, agonist mode; 0% DMSO, 100% 3 nM vasopressin | P37288;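 active means activation above the mean activation of all tested compounds plus 3 SD, per screening run, cut at about 20% in these data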;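 further: signal is peak over basal fluorescence ratio across a 100 second FLIPR read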
* hit, by the source's call; nt = not tested or not shown.

Field names: A = OXTR potentiator; B = CHRM1 agonist; C = CHO parental Ca; D = CHRM1 PAM; E = CHRM1 antagonist; F = TAAR1 ag; G = TAAR1 antag; H = OXTR agonist; I = V1aR counter
> CC(Oc1ccccc1)C(=O)N1CCN(c2ncccn2)CC1 (configuration not stated)
  A = 5; B = -1; C = -3; D = 14; E = -10; F = 10; G = -36; H = 1.2; I = 0.5

> Cn1cc(C=C2C(=O)OC3(CCCCC3)OC2=O)c2ccccc21
  A = -12; B = -3; C = -23; D = 6; E = -13; F = 2; G = 1; H = -1.3; I = -0.9

> O=S(=O)(c1ccc2c(c1)C(O)c1ccccc1CC2)C(F)(F)F (configuration not stated)
  A = -9; B = -7; C = 13; D = -26; E = 30*; F = 2; G = 28; H = 5.1; I = 4.5

> Cc1ccc(C(c2sc3ncnn3c2O)N2CCCCC2)cc1 (configuration not stated)
  A = -4; B = -5; C = -9; D = -7; E = 11; F = -1; G = -16; H = -0.5; I = -0.5

> CC(CN1CCNCC1)(NS(=O)(=O)c1ccccc1)c1ccccc1 (configuration not stated)
  A = -19; B = -6; C = -3; D = -13; E = 16; F = 2; G = -10; H = 0.8; I = 0.4

> COc1cccc(NC(=O)CN(C)CC(=O)NCc2ccc3c(c2)OCO3)c1
  A = -4; B = -4; C = -21; D = 7; E = -5; F = -1; G = -2; H = 0.2; I = -0.7

> CCOC(=O)Cc1c(C)nc2c(C#N)c(C)nn2c1C
  A = 5; B = -3; C = 0; D = 5; E = -4; F = 0; G = -1; H = 0.2; I = -0.1

> Cc1ccc(-c2nn(-c3ccccc3)cc2CN(Cc2ccccc2)C(=O)CCC(=O)O)o1
  A = -3; B = -5; C = -12; D = 2; E = -2; F = 2; G = 11; H = -0.1; I = 2.5

> COc1cccc(C(=O)CN2C3=NCCCN3c3ccccc32)c1
  A = -16; B = -6; C = -8; D = -1; E = -21; F = -1; G = 17; H = 0.1; I = 1.3

> COc1ccccc1NC(=O)CN1CCN(c2ccccn2)CC1
  A = -6; B = -4; C = -9; D = -2; E = 7; F = 4; G = 10; H = -0.9; I = 0.8

> CCc1nc(SCc2ccccc2C)n[nH]1
  A = nt; B = -2; C = nt; D = 11; E = -15; F = 0; G = -13; H = nt; I = nt

> Cc1ccc(CSc2nc3ccccc3cc2C=O)cc1
  A = -16; B = -5; C = 8; D = 2; E = -13; F = 2; G = 15; H = 0.0; I = 0.8

> Cc1ccc(NC(=O)/C=C/c2cccc([N+](=O)[O-])c2)nc1
  A = -6; B = -4; C = -4; D = -5; E = 6; F = 0; G = 15; H = -0.5; I = -0.4

> COc1ccc(CNC(=S)NCc2ccc(OC(C)C)cc2)cc1
  A = -8; B = -7; C = -16; D = 9; E = -6; F = 4; G = 13; H = -0.1; I = 0.8

> Cc1nc(-c2ccc(C(=O)Nc3cccc(F)c3)cc2)cs1
  A = -17; B = -3; C = -8; D = 3; E = -1; F = 6; G = 7; H = -0.1; I = 0.9

> COc1ccc(S(=O)(=O)N(C)c2ccccc2)c2cccnc12
  A = 2; B = -3; C = -15; D = 2; E = -4; F = 0; G = -9; H = 0.9; I = 2.0

> CC(C)c1nnc(NC(=O)CCC(=O)Nc2ccc3cn[nH]c3c2)s1
  A = -6; B = -5; C = -9; D = 3; E = -1; F = 7; G = -37; H = -0.3; I = 16

> Cc1nn2cc(-c3ccc(-c4ccccc4)cc3)nc2s1
  A = 3; B = -2; C = -1; D = 1; E = 6; F = 6; G = 7; H = 1.5; I = 1.6

> CN1C(=O)/C(=N\OC(=O)c2ccccc2Cl)c2ccccc21
  A = 1; B = -7; C = 0; D = 4; E = 0; F = 1; G = -1; H = 0.5; I = 0.7

> Cc1cc(C)c(NC(=O)Cn2nnc(C(=O)NCc3ccc4c(c3)OCO4)c2N)c(C)c1
  A = -8; B = -5; C = 4; D = 4; E = -8; F = nt; G = nt; H = 0.9; I = 0.5

> O=C(Nc1ccc(Cl)c(C(F)(F)F)c1)C1CCCN(S(=O)(=O)c2cnc[nH]2)C1 (configuration not stated)
  A = 2; B = -3; C = -5; D = 6; E = -8; F = 17; G = -7; H = 0.9; I = 0.9

> CCOc1ccccc1OCCCOc1ccc([N+](=O)[O-])cc1Cl
  A = -15; B = -4; C = 14; D = -12; E = 0; F = 8; G = 30; H = 0.9; I = 0.8

> O=[N+]([O-])c1ccc(SCc2ccncc2)nc1
  A = 2; B = -5; C = 3; D = 7; E = -9; F = 1; G = 7; H = -0.1; I = 0.1

> CC1(C)CC(NC(=O)COc2ccc([N+](=O)[O-])cc2)CC(C)(C)N1
  A = -13; B = -10; C = -11; D = 8; E = -1; F = 5; G = -2; H = -0.1; I = 2.2

> CCOC(=O)C1=C(C)NC(=S)NC1c1ccc(C)s1 (configuration not stated)
  A = -1; B = -7; C = -8; D = 9; E = -8; F = -1; G = 5; H = -1.1; I = -0.4

> COc1ccc(NC(=O)c2cc(-c3ccco3)nc3ccccc23)cc1S(=O)(=O)N1CCOCC1
  A = -5; B = 3; C = -6; D = -8; E = 16; F = 19; G = 45; H = -1.3; I = -1.1

> COc1cc(OC)c2c(c1C(CCN1CCOCC1)c1ccc(N(C)C)cc1)OC(=O)CC2c1ccc(N(C)C)cc1 (configuration not stated)
  A = 3; B = 0; C = -20; D = 4; E = 2; F = 13; G = -14; H = 0.6; I = -2.0

> CCCOC(=O)c1ccc(Oc2c(-c3ccc(OC)cc3O)n[nH]c2C)cc1
  A = -16; B = 2; C = -25; D = 0; E = 0; F = 3; G = 30; H = 0.0; I = 0.2

Compound activity from PubChem.
